Screening data: PubChem, several laboratories
NSD2 inh – NSD2 (human) methyltransferase inhibition | NSD2 peptide methylation, AlphaScreen, 120 min | inhibition, % at 12.5 µM | 0.54% of 310,000 active | AID 743445; in the data active means inhibition above about 50%
Arrestin-AP2 inh – blocks beta-arrestin peptide binding to AP2 adaptin. FITC-arrestin peptide / GST-AP2 beads, flow cytometry; AP2 beta2 appendage carries R879A mutation. inhibition, % at 10 µM. AID 504490. 0.31% of 340,000 active;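 active means inhibition above a set limit, near 3 SD of compounds lacking own fluorescence, cut at about 54% in these data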;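 further: plate controls were DMSO wells for no effect and 5 µM unlabelled arrestin peptide for full effect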
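test system = AP2 appendage R879A on GSH beads | buffer or medium = PBS plus Tween 20 (0.05%) and BSA (0.1%) | incubation = 12 min plus 1 h, RT | detection = bead flow cytometry, FITC channel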
* = called active by the depositor. Some of the compounds tested. The share of hits here may be higher or lower than overall.

SMILES | NSD2 inh | Arrestin-AP2 inh
CCOc1ccc(/C=C2\SC(=S)N(NC(=O)c3ccncc3)C2=O)cc1OC | -2 | 19
O=C(Nc1ccc(F)cc1F)Nc1ccccc1C(=O)NCCN1CCNC1=O | -1 | 4
O=C(Nc1ccc(Nc2ccccc2)cc1)c1ccc(Cl)cc1[N+](=O)[O-] | -1 | 43
Brc1nc(-c2ccccc2)nc(-c2ccccc2)c1Br | -3 | -2
CCCOc1ccc(-c2c(C(=O)N/N=C/c3ccc(C)cc3)nnn2-c2nonc2N)cc1 | -1 | 37
CC1(C)Cc2nc3oc4c(SCC(N)=O)ncnc4c3cc2CO1 | -3 | 2
Cn1ccnc1SCC(=O)c1ccc(F)cc1 | -1 | 12
CC1CN(C(=O)/C(C#N)=C2\N=C(NC(=O)c3ccc(F)cc3)c3ccccc32)CC(C)O1 (stereo not drawn) | 0 | 35
CCOC(=O)c1c(O)c2cc(Cl)ccc2n(CC)c1=O | -1 | 5
CCOc1cc(C(c2c(O)nc(SC)[nH]c2=O)c2c(O)nc(SC)[nH]c2=O)ccc1O | 3 | -1
Cc1cccc(Nc2nc(N)nc(CCl)n2)c1C | 2 | 14
COc1cc(-c2noc(CCCC(=O)Nc3ccc(C(N)=O)cc3)n2)cc(OC)c1OC | -4 | 2
Cc1ccc(C)n1-c1nn(S(=O)(=O)c2ccccc2)c2cccc(F)c12 | -4 | 27
O=C(CCN1CCC(c2cccs2)=N1)c1cccs1 | -1 | 1
CCC/C(=N\NC(=O)C1CC1)c1ccccc1 | -2 | 16
COC(=O)c1cc(OC)c(OC)cc1NC(=O)Nc1ccccc1F | -1 | 11
CC(C)(C)c1ccc(-c2nc(N)nc(N)n2)cc1 | -1 | 13
CSc1sc(-c2nnc(SCC(=O)Nc3ccccc3)n2C)c2c1C=CCC2 | -1 | -6
O=C(Nc1nnc(-c2ccc(F)cc2)s1)Nc1ccccc1F | -3 | 1
CSc1ccc2c(c1)C(N1CCN(C)CC1)Cc1ccc(F)cc1S2 (stereo not drawn) | 8 | 1
O=C(NNC(=O)c1ccc[nH]1)Nc1cc(Cl)cc(Cl)c1 | 2 | 7
NC(=O)c1sc(-c2ccsc2)cc1NS(=O)(=O)c1ccc(C(F)(F)F)cc1 | 8 | 14
COc1cccc(C(O)C2OC(=O)c3ccccc32)c1OC (stereo not drawn) | -5 | 3
Clc1ccc(CNCC2CCCO2)c(Cl)c1 (stereo not drawn) | 1 | 2
CC(NC(=O)c1ccccc1Br)C1CC2CCC1C2 (stereo not drawn) | -3 | 13

Single records, as listed above. Values in the order: NSD2 inh	Arrestin-AP2 inh
CCOc1ccc(/C=C2\SC(=S)N(NC(=O)c3ccncc3)C2=O)cc1OC across the screens: -2	19
O=C(CCN1CCC(c2cccs2)=N1)c1cccs1 across the screens: -1	1
CC(NC(=O)c1ccccc1Br)C1CC2CCC1C2 (stereo not drawn) across the screens: -3	13

5 records picked at random from the list so far:
SMILES | NSD2 inh | Arrestin-AP2 inh
COC(=O)c1cc(OC)c(OC)cc1NC(=O)Nc1ccccc1F | -1 | 11
CSc1sc(-c2nnc(SCC(=O)Nc3ccccc3)n2C)c2c1C=CCC2 | -1 | -6
O=C(Nc1ccc(Nc2ccccc2)cc1)c1ccc(Cl)cc1[N+](=O)[O-] | -1 | 43
Cc1cccc(Nc2nc(N)nc(CCl)n2)c1C | 2 | 14
NC(=O)c1sc(-c2ccsc2)cc1NS(=O)(=O)c1ccc(C(F)(F)F)cc1 | 8 | 14

New compounds follow.
SMILES | NSD2 inh | Arrestin-AP2 inh
CC(C)n1cc(/C(N)=N/O)c(=O)n(Cc2ccccc2)c1=O | 27 | 1
C=CCNC(=S)NNC(=O)c1cc(Cl)ccc1OC | -2 | 46
CC(C)OP(=O)(OC(C)C)C(Nc1ccccc1)c1cccc([N+](=O)[O-])c1 (stereo not drawn) | 0 | 7
Cc1cccc(C(=O)NC(=S)NC(C)c2ccccc2)c1 (stereo not drawn) | 1 | 8
Cc1ccc(CSc2nnc(-c3ccncc3)n2N)cc1 | 0 | 28
O=[N+]([O-])c1ccc2c(c1)N([O-])C1(CCCCC1)[N+]2=O | 84* | 10
C/C(=N\Nc1ccc2nncn2n1)c1ccccn1 | -4 | 8
COc1ccc(CN(Cc2ccc(OC)cc2)C(=O)c2cccs2)cc1 | 2 | 2
O=C(Nc1ccccc1)/C(=C\c1ccccc1)NC(=O)c1ccco1 | -4 | 35
CCOc1cc(Br)c(C(C)NC(=O)c2cccnc2)cc1OCC (stereo not drawn) | 0 | 12
O=C(O)c1ccccc1C1Nc2ccccc2C(=O)N1CCCN1CCOCC1 (stereo not drawn) | -1 | -4
O=C(CSc1n[nH]c(=O)n1Cc1ccco1)Nc1ccccc1 | -1 | 8
NC(=O)c1ccccc1NC(=O)c1cccc(C(=O)Nc2ccccc2C(N)=O)n1 | 9 | 4
Cc1cccn2c(=O)c(/C=C(\C#N)C(=O)NCc3ccco3)c(N3CCOCC3)nc12 | 6 | -2
Cc1ccc(S(=O)(=O)N(C)C)cc1NC(=O)c1cccnc1Oc1ccccc1 | -1 | 14
C/C(=N\Nc1ccccn1)c1ccc(Br)s1 | 4 | -2
Cc1cc(N/N=C/c2ccccc2)nc(N2CCOCC2)n1 | -2 | -3
Cn1cnc(S(=O)(=O)N2CCN(c3ccc(F)cc3)CC2)c1 | -1 | -6
COc1nc(-c2ccccc2)nc(-c2ccccc2)c1C | -3 | 10
O=C(CSc1n[nH]c(=O)n1C1CC1)c1ccc2c(c1)OCCO2 | 0 | -4
Cc1ccc(NC(=O)c2ccc(F)cc2F)cc1NS(C)(=O)=O | -1 | 41
Cc1nc(=O)c(-c2ccccc2)c(C)n1-c1ccc(Br)cc1 | -4 | 4
N/C(=N\OC(=O)c1cccs1)c1ccc(Cl)cc1 | -4 | 1
COc1ccc(/C=C/C(=O)NCC(=O)n2nc(C)cc2C)cc1 | -1 | 14
COc1ccccc1/C=C/C=N/n1c(-c2ccc(F)cc2)n[nH]c1=S | 9 | 32

Remaining list, next part:
SMILES | NSD2 inh | Arrestin-AP2 inh
Clc1ccccc1C1=Nn2c(nnc2-c2ccco2)SC1 | 1 | 5
Cc1cc(C)n(-c2nc(NCCCN(C)C)c3c4c(sc3n2)COC(C)(C)C4)n1 | 5 | -3
COc1ccc(CC(=O)Nc2ccccc2N2CCCCC2)cc1OC | -1 | 11
Clc1ccc(-c2ccccc2)nn1 | -1 | 14
CCOC(=O)Cc1csc(NC(=O)CCCC(=O)O)n1 | -1 | 2
CN(C)CCn1c2ccccc2c2nc3ccc([N+](=O)[O-])cc3cc21 | 1 | 35
CC(C)(C)SCCNC(=O)/C=C/c1ccccc1 | 0 | 6
Cc1nc(-c2cc(-c3nc(-c4cc(C(F)(F)F)cc(C(F)(F)F)c4)no3)no2)cs1 | -1 | -1
S=c1[nH]nc(-c2cccs2)n1/N=C/c1cn(-c2ccccc2)nc1-c1cccs1 | 3 | -4
O=c1oc(-c2ccccc2F)nc2scc(-c3ccccc3)c12 | -3 | 10
O=C(Nc1ccc(OC(F)(F)F)cc1)Oc1ccccc1N1CCCCC1 | 1 | 12
O=C(N/N=C/c1cc(Br)c(O)c([N+](=O)[O-])c1)C(O)(c1ccccc1)c1ccccc1 | 25 | 13
CNC(=O)/C(C#N)=C/c1ccc(-c2nc3ccccc3s2)o1 | 5 | 11
CCC1(C)Cc2c(C#N)c(SC)nc(N3CCOCC3)c2CO1 (stereo not drawn) | -2 | 14
COc1ccc(C2CC(=O)N(c3ccccc3)C3=C2C(=O)CCC3)cc1 (stereo not drawn) | 1 | 2
COc1ccc(CNc2ncnc3c2[nH]c2ccccc23)cc1 | 4 | -10
Cc1cc(CC(=O)O)c2oc(-c3ccoc3)cc(=O)c2c1 | 17 | 7
N#C/C(=C\c1cccnc1)c1nc2ccccc2[nH]1 | -1 | 25
Clc1ccc(C2=Nn3c(Cn4nnc5ccccc54)nnc3SC2)cc1 | 0 | -5
CC(C)c1nn2c(N)c(/C=C3\C=Nc4ccccc43)c(=O)nc2s1 | 4 | 0
Cc1nc2nc(N)nc(OCc3ccccc3)c2nc1C | -1 | -15
CC1(C)C2C(Cl)(Cl)C2(C)c2ccccc2N1C=O (stereo not drawn) | -2 | 5
CCCCNC(=O)C(=O)NCc1ccncc1 | -2 | -19
O=C(NNc1nc(-c2ccccc2)cs1)c1cccs1 | 3 | 39
COc1ccc(/C=C/C(=O)NC(=S)N2CCN(c3ccccn3)CC2)cc1 | 1 | 3

New compounds follow:
SMILES | NSD2 inh | Arrestin-AP2 inh
CN(C)C(=O)c1ccc(-c2cc(C(F)(F)F)nn2C)s1 | 3 | 3
Cc1ccc([N+](=O)[O-])c(OCC(O)CNC(C)(C)C)c1 (stereo not drawn) | -1 | 18
CC(/C=N/NC(=O)c1ccccc1C)=C\c1ccccc1 | -1 | 34
Cc1nc(OCC(C)C)c2sc3nc4c(cc3c2n1)COC(C)(C)C4 | -1 | 21
C(=N\Nc1nccc(-c2cccnc2)n1)/c1ccccc1 | 0 | 9
CNC(=O)c1ccc(-c2cc(C(F)(F)F)nn2C)s1 | 60* | 29
COc1ccc(/C=C/c2nnc(NC(=O)c3ccco3)s2)cc1 | 16 | 28
CCN1CCN(c2nc(Nc3ccc(OC)cc3)nc(N)c2[N+](=O)[O-])CC1 | 17 | 18
Cc1cc(C)nc(N/N=C/C2=C(O)CC(c3ccc(F)cc3)CC2=O)n1 (stereo not drawn) | 0 | -2
Cc1ccc(C2Cc3cc(O)c(O)cc3CN2)cc1 (stereo not drawn) | 7 | -11
CC1=C(C#N)S(=O)(=O)C(C#N)C(c2ccccc2)C1 (stereo not drawn) | -1 | 4
O=S(=O)(c1ccccc1C(F)(F)F)N1C=CC(C(F)(F)F)=NCC1 | -1 | -18
O=C(/C=C/c1cccs1)NCc1cccs1 | 4 | 37
CCOC(=O)c1ccc(NC(=S)N2CCN(CCN=CC3=C(O)CC(c4ccccc4)CC3=O)CC2)cc1 (stereo not drawn) | -1 | 6
CCCCC(=O)Nc1ccc2c(c1)nc1n2CCN(CCOC)C1 | 1 | 0
CC(=O)c1c(COC(=O)c2ccc(F)cc2)nc2ccccc2[n+]1[O-] | 2 | 14
COc1ccc(-c2csc(NC(=S)NC(=O)c3ccccc3)n2)cc1Br | 0 | -1
O=C1CCCCCCCCCC/C(=N\O)CCCO1 | 4 | -21
O=C(NC1=NCCS1)c1ccccc1F | 2 | -2
Cc1noc(COc2ccccc2OCC(N)=O)n1 | -2 | 11
COc1cc2c(cc1OC)C(c1ccc(Br)cc1)NCC2 (stereo not drawn) | 2 | -3
O=C(NC1=NCCS1)c1ccccc1Br | -2 | 16
COc1ccc(N2C(=O)CC(Sc3n[nH]c(-c4cccc(C)c4)n3)C2=O)cc1 (stereo not drawn) | 1 | 5
CCOc1ccccc1N1CN(Cc2ccccc2)CNC1=S | 1 | 29
O=C(Cn1cc[n+](CC(=O)c2ccc(Cl)cc2Cl)c1)c1ccc(Cl)cc1Cl | 3 | -1

The list goes on:
SMILES | NSD2 inh | Arrestin-AP2 inh
COCc1cc(=O)[nH]c(-c2ccc(C(F)(F)F)cc2)n1 | -1 | 7
Cc1ccc2[nH]c3c(=O)n(N)c(=O)[nH]c3c2c1 | -1 | -14
N/N=C1\CCCc2c1[nH]c1ccc([N+](=O)[O-])cc21 | -2 | -2
O=C(COc1ccc(Cl)cc1Cl)NC(=S)Nc1ccc(CN2CCOCC2)cc1 | -2 | 1
Cc1noc(C)c1-c1nc(CS(=O)(=O)c2ccc(F)cc2)no1 | -1 | 8
C=CCNC(=S)Nc1sc2c(c1C(N)=O)CCCC2 | 5 | 6
Cc1nn(-c2ccccc2)c(C)c1C=O | 0 | 16
Cc1ccc(C(=O)C2CCN(S(=O)(=O)c3c(C)noc3C)CC2)cc1 | 0 | -7
COC(=O)C1=C(N)Oc2c(oc(CO)cc2=O)C1c1ccc(F)cc1 (stereo not drawn) | 12 | 7
CN(C)c1ccc(CN(C(=O)/C=C/c2ccco2)C2CCS(=O)(=O)C2)cc1 (stereo not drawn) | 4 | -5
COc1ccc(NC(=O)Nc2ccc3nonc3c2)cc1 | 1 | 6
CC(=O)N=c1c(C#N)cc2c(=O)n3cccc(C)c3nc2n1CCCOC(C)C | 2 | -5
O=C1NCCN/C1=C\C(=O)c1ccc(Br)cc1 | -1 | -2
Cc1ccc(S(=O)(=O)Nc2ccc3ccccc3n2)cc1 | -1 | 12
Cc1csc2c(=O)sc(NC(=O)c3ccc(F)cc3)nc12 | 0 | 15
CCCCc1nc(Cl)c(C#N)c2c1CCC2 | -2 | 0
Nc1c(C(=O)O)sc2nc3c(cc12)CCCC3 | 8 | 10
CCCc1nc2oc3c(NCC(C)O)ncnc3c2c2c1CCCC2 (stereo not drawn) | -2 | 16
CCOc1ccc2nc(COC(=O)c3cccc([N+](=O)[O-])c3)c(C(C)=O)[n+]([O-])c2c1 | -3 | 7
COc1cc(/C=N/NC(=O)Cn2cnc3c2c(=O)n(C)c(=O)n3C)cc(OC)c1OC | 0 | 10
Brc1ccc(-c2c[n+]3c(n2-c2ccccc2)SCC3)cc1 | 2 | -4
COc1cc(C)c(CN2CCN(c3ncccn3)CC2)cc1C | -1 | 27
CCOC(=O)Cc1csc(NC(=O)CCC(=O)O)n1 | 1 | 4
CCN(CC)CCCNc1oc(/C=C/c2ccccc2)nc1C#N | 19 | -12
CCn1c(SCC(=O)N/N=C(\C)c2ccncc2)nnc1-c1ccc(C)cc1 | -4 | -18
O=C(CCN1C(=O)c2ccccc2C1=O)C1=NN[C@@H]2C(=O)N(c3ccc4c(c3)OCCO4)C(=O)[C@H]12 | 8 | 13
Nc1nnc(CC(=O)N/N=C/c2ccccc2OCc2ccc(F)cc2)s1 | 0 | -7

Reformatted: four of the compounds above
molecule	NSD2 inh	Arrestin-AP2 inh
Cc1ccc(C2Cc3cc(O)c(O)cc3CN2)cc1 (stereo not drawn)	7	-11
COc1ccc(/C=C/C(=O)NC(=S)N2CCN(c3ccccn3)CC2)cc1	1	3
O=C(Nc1ccc(F)cc1F)Nc1ccccc1C(=O)NCCN1CCNC1=O	-1	4
Cc1cc(CC(=O)O)c2oc(-c3ccoc3)cc(=O)c2c1	17	7
